# From PubChem BioAssay
# IMP-1 inh – blocks Pseudomonas aeruginosa IMP-1 metallo-beta-lactamase; purified IMP-1, nitrocefin hydrolysis, epi-absorbance fluorescence; actives 0.45% (n = 290,000); inhibition, % at 5.6 µM;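 active means inhibition above the mean plus 3 SD of all compounds in the same screening run, cut at about 4.5% in these data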;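 further: 0% = IMP-1 with DMSO and 100% = DMSO wells lacking enzyme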
#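 assay system = purified recombinant IMP-1 metallo-beta-lactamase enzyme | schedule = 15 min preincubation plus 25 min reaction at 25 °C | signal = Epi-absorbance fluorescence, 480 nm excitation, 530 nm emission | read-out basis = percent inhibition from optical density relative to buffer-blank wells | controls = IMP-1 with DMSO as 0%, enzyme-free DMSO as 100%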
# PfM18AAP inh – blocks P. falciparum M18 aspartyl aminopeptidase. recombinant PfM18AAP, H-Glu-NHMec fluorogenic cleavage. inhibition, % at 7.35 µM. actives 1.2% (n = 290,000);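 active means inhibition above the campaign mean inhibition over all tested compounds plus 3 SD, cut at about 28% in these data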;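 further: 0% = plate median of test compound wells and 100% = 2 mM ZnCl2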
# IDE inh – inhibitors of human insulin-degrading enzyme in cells; P14735; HEK cells, FAbetaB cleavage, fluorescence polarization; inhibition, % at 5.59 µM; actives 0.41% (n = 320,000);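 active means percent inhibition above the average of all tested compounds plus 3 SD, set per screening campaign, cut at about 16% in these data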;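 further: IDE supplied by intact live HEK cells; FP after avidin binding of uncleaved biotin substrate so inhibition keeps polarization high; 0% = DMSO wells and 100% = 60 µM reference IDE inhibitor Ii1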
# VIM-2 inh – inhibitors of Pseudomonas aeruginosa VIM-2 metallo-beta-lactamase. purified VIM-2, nitrocefin hydrolysis, epi-absorbance fluorescence. inhibition, % at 5.6 µM. actives 0.89% (n = 290,000). AID 1527;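 active means inhibition above the mean of all tested compounds plus 3 SD, cutoff set per screening run, cut at about 7.5% in these data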;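 further: red hydrolysis product quenches plate fluorescence so inhibitors raise well fluorescence; 0% = enzyme with DMSO and 100% = DMSO without enzyme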
# p-CIP stab down – p/CIP protein destabilization | Q05BA5 | F442A p/CIP-EGFP cells, EGFP fluorescence, 16 h | decrease of EGFP signal, % at 10 µM | actives 0.01% (n = 290,000);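 active means EGFP signal decrease of at least 30% at 10 µM or well 3 SD below plate mean, unless failing retest; inactive means the rest, including hits failing retest or dose response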; further: some compounds called inactive have numbers as strong as hits; many of its hits are not listed in these tables
# NALP1 inh – inhibitors of NALP1 inflammasome in yeast; actives 0.61% (n = 280,000); AID 2071; S. cerevisiae NALP1/ASC/caspase-1 growth, X-gal OD620, 72 h; inhibition, % at 10 µM; in the data active means inhibition mostly above about 24%, no sharp cut-off; inactive means mostly below about 32%; further: some compounds called inactive have numbers as strong as hits
# PHOSPHO1 inh – blocks human PHOSPHO1 phosphatase activity; actives 1.1% (n = 290,000); recombinant PHOSPHO1, absorbance phosphatase assay; AID 1565; inhibition, % at 13.3 µM; in the data active means inhibition above about 60%
# Target sequence (Q8TCT1 whole entry, looked up): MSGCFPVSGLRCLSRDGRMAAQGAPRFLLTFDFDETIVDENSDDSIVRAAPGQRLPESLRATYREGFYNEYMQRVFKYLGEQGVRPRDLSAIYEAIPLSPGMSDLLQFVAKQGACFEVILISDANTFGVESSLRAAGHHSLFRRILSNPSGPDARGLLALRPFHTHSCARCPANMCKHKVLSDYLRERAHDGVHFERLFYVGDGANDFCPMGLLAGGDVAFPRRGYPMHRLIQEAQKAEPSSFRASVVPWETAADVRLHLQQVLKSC
# GPR7 antag – blocks human GPR7 receptor signaling; P48145; GPR7-expressing cells, fluorescence antagonist assay; inhibition, % at 4.4 µM; actives 1.1% (n = 290,000); AID 1861; in the data active means inhibition above about 16%, passing the limit was not always enough;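 further: cells stimulated with the agonist NPW; 0% = agonist with vehicle and 100% = vehicle without agonist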
# Target sequence (P48145 whole entry, looked up): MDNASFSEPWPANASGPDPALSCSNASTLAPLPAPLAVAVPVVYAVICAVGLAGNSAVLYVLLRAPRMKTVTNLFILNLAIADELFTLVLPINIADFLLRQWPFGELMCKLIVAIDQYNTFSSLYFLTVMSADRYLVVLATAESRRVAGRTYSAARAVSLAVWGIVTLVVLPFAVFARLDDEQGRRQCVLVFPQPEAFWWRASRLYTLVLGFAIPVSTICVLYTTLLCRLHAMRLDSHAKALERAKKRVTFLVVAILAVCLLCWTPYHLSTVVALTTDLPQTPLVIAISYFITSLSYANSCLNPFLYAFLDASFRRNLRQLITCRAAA
# IDE cell activ – boosts human insulin-degrading enzyme activity in HEK cells. activation, % at 5.96 µM. actives 0.073% (n = 340,000). FAbeta-B cleavage, fluorescence polarization; 0% vehicle, 100% cell-free pure enzyme wells. P14735;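 active means activation above the mean of all tested compounds plus 3 SD, set per screening campaign, cut at about 17% in these data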
# Active calls of the source: *; / = not tested or not shown. Hits appear at their usual frequency. Share with any hit: about 5.3%.
SMILES,IMP-1 inh,PfM18AAP inh,IDE inh,VIM-2 inh,p-CIP stab down,NALP1 inh,PHOSPHO1 inh,GPR7 antag,IDE cell activ
CS(=O)(=O)c1ccc(Cl)c(NC(=O)CCc2ccccc2)c1,-2.6,4,-3,-0.8,-6,22,21,-9,2
COc1ccc(NC(=O)c2sc3ncn(CC(=O)N4CCCCC4)c(=O)c3c2C)cc1OC,-3.4,-4,5,-9.5,-3,0,14,-3,3
Cc1ccc(NC(=O)c2cnccn2)nc1,-2.0,-3,/,-2.8,-8,-4,15,-8,1
O=C(c1ccc(Cl)cc1)c1cnc(Nc2ccccc2Cl)s1,-1.0,-15,4,-1.2,-20,18,24,-5,1
CCOC(=O)c1csc(NC(=O)COc2ccc(Cl)cc2Cl)n1,-0.9,-2,5,-4.4,-5,16,-10,8,0
O=C(NCc1ccccc1)c1ccc(S(=O)(=O)N2CCCc3ccccc32)cc1,-1.9,2,-1,-0.9,-3,-5,27,-6,7
O=C(Nc1nc2c(s1)CCCC2)c1cccnc1,-3.9,-5,1,-2.5,-7,1,-17,-5,8
CN(C)c1ccc(CN(Cc2ccco2)C(=O)c2ccco2)cc1,0.8,9,-6,-1.3,6,39,22,0,3
COc1cc(/C(C)=N/NC(=S)NC(C)C)cc(OC)c1OC,-2.8,-3,-2,-2.9,1,7,-8,-7,9
CC1CN(Cc2cc(=O)n3ccsc3n2)CC(C)O1 (stereo unspecified),-2.7,-3,6,0.1,-5,20,45,-7,6
O=C(Cc1ccc(Br)cc1)NCCc1ccc(F)cc1,1.6,-7,0,1.6,13,22,-60,0,5
Cc1c(N2C(=O)/C(=C\c3ccccc3O)SC2=S)c(=O)n(-c2ccccc2)n1C,-6.8,18,11,0.6,-18,24,-61,-10,-29
COc1cccc(N2CCN(C(=O)/C=C/c3ccco3)CC2)c1,-1.7,-3,4,-0.6,-3,-11,4,12,3
O=S(=O)(c1ccccc1)N1CCN(S(=O)(=O)c2ccccc2)C1,-1.4,5,-1,-1.6,-5,-11,-16,-4,6
CCC(=O)NCc1ccc2[nH]c(C)cc2c1,-6.2,4,-6,-5.0,-20,-1,16,-8,-1
COc1cc(C(=O)N2CCN(Cc3ccccn3)CC2)cc(OC)c1OC,-0.6,2,0,-0.6,-13,-9,35,6,2
NCCOc1ccc(C23CC4CC(CC(C4)C2)C3)cc1,-3.1,-12,-5,-2.8,-2,0,44,5,4
CCn1c(SCC(=O)Nc2ccc(N3CCOCC3)cc2)nnc1-c1ccc(OC)cc1,-2.3,-6,0,-1.5,-8,-6,30,-15,0
CCOC(=O)C1(CCOc2ccccc2)CCN(Cc2ccc(-n3cccn3)cc2)CC1,-3.0,4,1,-5.8,-12,20,52,0,4
O=C(NCc1ccc(F)cc1)C1CCCN1C(=O)Nc1cccc(F)c1 (stereo unspecified),-3.6,2,0,-2.9,-9,20,14,3,3
Cc1ccccc1C(=O)c1cccn1CC(=O)NCCC1=CCCCC1,-0.7,-11,0,0.0,4,-22,-20,10,-1
CCOc1ccccc1-n1nnnc1SCC(=O)O,-3.4,2,7,-2.9,-4,/,38,-12,6
O=C(CSc1ncccn1)n1c2c(c3ccccc31)CCCC2,-0.9,0,2,6.4,-2,22,44,19,4
Cc1ccc2nc(-c3ccc(NC(=O)CN4CCN(C(=O)c5ccco5)CC4)cc3)sc2c1,-2.4,1,18*,-0.2,-24,5,30,15,-8
O=C(O)C1CCN(c2ncccn2)CC1,-1.7,-4,2,-1.2,-10,12,14,4,0
CCOC(=O)C1(Cc2ccccc2C(F)(F)F)CCN(C(C)CSC)CC1 (stereo unspecified),-1.5,-4,2,-2.7,-11,-4,40,11,7
CC(=O)CSc1ccc(-c2nc3ccccc3[nH]2)cn1,-3.7,3,-1,-1.3,-4,12,39,-11,-1
COc1ccc(CCNC(=O)C2CCCN(c3ncnc4c3nc3n4CCCCC3)C2)c(OC)c1 (stereo unspecified),-5.8,-9,4,-1.4,6,2,40,-7,6
CCOc1ccccc1CN1CCN(C2CCSCC2)CC1CCO (stereo unspecified),-1.9,4,-4,-4.1,-14,4,28,8,0
CCOC(=O)C(CCCCCOc1ccccc1[N+](=O)[O-])C(=O)OCC,-1.7,-10,-6,-0.7,-1,31,-15,-10,3
C/C(=N/NC(=O)c1cc(C)[nH]n1)c1ccncc1,0.0,-8,0,0.8,-16,11,-2,-3,6
Cc1ccc(-c2nn(Cc3ccccc3)cc2/C=C/C(=O)O)cc1,-2.1,7,1,-1.5,-6,17,21,1,1
O=C(c1cc(-c2ccccc2)n[nH]1)N1CCc2c([nH]c3ccccc23)C1c1ccccn1 (stereo unspecified),-3.7,6,9,-8.2,-10,-1,40,-7,-2
COCCCNC(=S)Nc1ccc(C)cc1[N+](=O)[O-],-3.1,-2,4,-2.1,-8,3,37,3,6
CC1CCCC(C)N1C(=O)c1ccc(S(=O)(=O)NCc2ccco2)cc1 (stereo unspecified),3.0,11,1,1.9,-8,13,23,31*,1
O=C(NC(=O)c1ccccc1F)OCc1ccc(Cl)cc1Cl,-3.5,3,8,-2.4,-9,6,13,-13,2
Cc1ccccc1-c1nnnn1C1CCS(=O)(=O)C1 (stereo unspecified),-0.1,-4,1,-1.6,2,28,21,-3,3
O=[N+]([O-])c1ccc2sc(SCc3nc4ccccn4c3Br)nc2c1,-3.0,-4,-1,2.1,3,18,-14,-5,/
COc1ccc(OCC(=O)Nc2ccc(S(=O)(=O)N(C)c3ccccc3)cc2)cc1,-1.2,-1,/,-1.4,-13,22,/,-10,3
CCc1ccc(NC(=O)C(=O)NNC(=O)c2cccc(OC)c2)cc1,-2.9,4,-4,-3.5,-9,0,37,8,3
Cc1cc(C)nc(N=Nc2c(O)n(Cc3ccc(Cl)cc3)c3ccccc23)n1,-4.4,-2,-1,-2.9,-9,34,-13,-6,-2
COc1ccc(CN2CCC(N3CC(C)OC(C)C3)CC2)c(OC)c1OC (stereo unspecified),1.3,-3,1,1.4,10,7,14,3,-2
C/C(=N/Nc1nc(-c2ccccc2F)nc2ccccc12)c1ccccc1O,-3.3,-4,5,-3.6,-30,7,11,-10,-9
O=S(=O)(NCCc1ccncc1)c1cc(Br)ccc1F,-1.8,1,0,-3.5,-11,-4,14,5,-4
CCOc1ccc(Nc2c3ccccc3nc3ccccc23)cc1,-2.5,2,-4,9.6*,-9,-2,-5,11,5
Cc1cc(C(C#N)c2ccccc2)n2ncnc2n1 (stereo unspecified),-6.1,-11,1,-4.0,-11,10,19,1,3
Cc1ccnc(NC(=O)c2ccc3c(c2)C(=O)N(CC2CCCO2)C3=O)c1 (stereo unspecified),-2.1,0,6,-3.3,-2,5,51,1,5
CCN(CC)S(=O)(=O)c1ccc(-c2nnc(SCC(=O)N3c4ccccc4CC3C)n2CC)cc1 (stereo unspecified),-2.9,-1,-2,-2.6,-2,17,-24,8,-1
Cc1ccc(NC2=C/C(=N/S(=O)(=O)c3cccs3)c3ccccc3C2=O)cc1C,-2.8,-5,5,-0.3,8,28,19,1,3
Cc1cc(C)c2cc(CN(CCO)C(=O)Nc3ccc(F)cc3)c(=O)[nH]c2c1,-5.7,16,-4,1.9,3,2,10,-7,6
COC(=O)c1cc[n+](CC(=O)c2ccccc2)cc1,-2.5,-2,-2,-0.2,-8,-6,12,-10,2
CN1CCN(/N=C/c2nc(-c3ccccc3Cl)n3ccccc23)CC1,-4.4,3,2,-2.0,-2,22,0,19,-4
COc1ccccc1C1=NOC(COC(=O)c2ccc(Br)cc2)C1 (stereo unspecified),0.0,5,3,-2.0,7,30,0,-9,6
COC(=O)c1ccc(COc2cc([N+](=O)[O-])cc3cccnc23)cc1,-2.3,-5,-3,-0.4,-8,6,-6,-10,/
Cc1ccc(CNc2ccc3c(c2)OCO3)c(C)c1,1.8,-7,10,1.3,-48,14,2,-1,/
O=C(Nc1ccccc1)N(CCN1CCOCC1)Cc1ccccc1F,-1.2,16,2,2.4,3,8,35,-5,7
O=C(c1ccccc1S(=O)(=O)NCC(O)COc1ccc([N+](=O)[O-])cc1)N1CCCCC1 (stereo unspecified),-2.6,0,3,0.6,-12,-6,8,-11,1
CC(C)CC(=O)NCCCCc1ccccc1,-2.1,-9,-2,-2.5,1,30,2,-7,2
CCCn1nnnc1NCc1ccc(OC)cc1OC,-0.9,-4,0,0.3,-1,-6,19,6,-3
CCS(=O)(=O)N1CCCC(C(=O)NCC2CCCO2)C1 (stereo unspecified),-3.2,7,-2,-2.8,-3,12,18,-7,-5

# Shown with tabs: part of the list above.
SMILES	IMP-1 inh	PfM18AAP inh	IDE inh	VIM-2 inh	p-CIP stab down	NALP1 inh	PHOSPHO1 inh	GPR7 antag	IDE cell activ
CCS(=O)(=O)N1CCCC(C(=O)NCC2CCCO2)C1 (stereo unspecified)	-3.2	7	-2	-2.8	-3	12	18	-7	-5
CCCn1nnnc1NCc1ccc(OC)cc1OC	-0.9	-4	0	0.3	-1	-6	19	6	-3
Cc1ccc(CNc2ccc3c(c2)OCO3)c(C)c1	1.8	-7	10	1.3	-48	14	2	-1	/
O=C(c1ccccc1S(=O)(=O)NCC(O)COc1ccc([N+](=O)[O-])cc1)N1CCCCC1 (stereo unspecified)	-2.6	0	3	0.6	-12	-6	8	-11	1

# The listing continues.
SMILES,IMP-1 inh,PfM18AAP inh,IDE inh,VIM-2 inh,p-CIP stab down,NALP1 inh,PHOSPHO1 inh,GPR7 antag,IDE cell activ
CCCOP(=O)(c1ccc(N(C)C)cc1)C(O)c1cc(OC)ccc1OC (stereo unspecified),-3.7,7,1,-1.5,0,1,46,-16,4
COc1cccc(/C=N/NC(=O)c2nnn(-c3nonc3N)c2C(C)C)c1OCc1ccc(F)cc1,-0.7,-5,-1,-3.7,-15,-6,28,-2,6
COc1cccc(NC(=O)CN(C)CC(=O)Nc2ccc(Br)cc2)c1,-1.1,1,-1,-5.7,3,-16,-17,5,5
O=C(O)CCCCOn1ccnc1,-2.3,-2,0,-0.5,0,0,16,-6,-1
O=[N+]([O-])c1ccc(N2CCSCC2)cc1,-0.7,9,-4,-4.0,-7,4,39,29*,10
COC(=O)Cn1c(=O)c(=O)n(CC(=O)OC)c2ccccc21,-2.7,-1,-2,-1.5,-10,3,-5,-6,2
Cc1cccc(-c2nc3cc(NC(=O)C4CCCO4)ccc3o2)c1 (stereo unspecified),-4.3,4,9,-2.7,1,23,12,-9,-4
O=C(CCNc1n[nH]c(=O)[nH]c1=O)N/N=C/c1ccc(C(F)(F)F)cc1,-3.7,6,-5,-4.1,-2,48,-11,-4,/
O=S(=O)(c1ccc(Cl)nc1)N1CCc2ccccc21,-2.6,7,-2,-3.0,-10,-8,16,-9,-4
Cc1ccc(N(CC(=O)NCc2ccc(F)cc2)C(=O)c2ccco2)cc1C,-0.9,10,4,-2.7,-11,-4,35,-6,-6
Cn1nc(C(=O)Nc2ccc(S(=O)(=O)N3CCCC3)cc2)ccc1=O,-3.5,11,0,-2.9,-5,6,1,-8,8
COc1cc(NC(=O)CCc2c(C)nn(-c3ccc(N4CCOCC4)nn3)c2C)cc(OC)c1OC,-1.4,2,4,-0.9,8,-6,22,-14,5
Cc1cc(C(=O)COC(=O)c2ccc(Br)o2)c(C)n1Cc1ccco1,-2.8,4,-1,-2.4,-4,13,19,8,/
